High-throughput results (PubChem)
OX1R antagonist: human HCRTR1 antagonism. 330,000 tested, 0.43% active. O43613. inhibition, % at 5 µM. CHO/OX1R cells, Fluo-8 calcium fluorescence, orexin A;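 active means inhibition above its plate's threshold, mean inhibition of all tested compounds on the plate plus 3 SD, cut at about 37% in these data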;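 further: 0% = orexin A challenge wells and 100% = SB-334867-A antagonist wells; not every result past the cut was called active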
Target sequence (O43613 whole entry, looked up): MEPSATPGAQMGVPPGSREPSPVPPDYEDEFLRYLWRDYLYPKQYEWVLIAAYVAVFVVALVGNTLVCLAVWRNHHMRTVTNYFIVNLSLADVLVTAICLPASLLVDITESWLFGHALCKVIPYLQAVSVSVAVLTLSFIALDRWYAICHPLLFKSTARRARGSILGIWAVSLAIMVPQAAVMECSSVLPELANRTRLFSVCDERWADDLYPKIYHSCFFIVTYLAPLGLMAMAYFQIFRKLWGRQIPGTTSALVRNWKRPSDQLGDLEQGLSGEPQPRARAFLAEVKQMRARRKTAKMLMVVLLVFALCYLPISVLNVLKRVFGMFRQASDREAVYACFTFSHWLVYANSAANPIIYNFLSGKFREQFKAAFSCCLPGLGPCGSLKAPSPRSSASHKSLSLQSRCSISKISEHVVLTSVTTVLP
CHT PAM: allosterically activates the human high affinity choline transporter; Q9GZV3; CHT-expressing cells, membrane potential dye, choline EC20; hits give high values; LV-AA mutant CHT in HEK293 cells; B-score at 10 µM; 310,000 tested, 0.49% active;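 active means initial fluorescence not abnormally high and integrated response B-score, plate-corrected, over 3 SD above library mean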
Target sequence (Q9GZV3 whole entry, looked up): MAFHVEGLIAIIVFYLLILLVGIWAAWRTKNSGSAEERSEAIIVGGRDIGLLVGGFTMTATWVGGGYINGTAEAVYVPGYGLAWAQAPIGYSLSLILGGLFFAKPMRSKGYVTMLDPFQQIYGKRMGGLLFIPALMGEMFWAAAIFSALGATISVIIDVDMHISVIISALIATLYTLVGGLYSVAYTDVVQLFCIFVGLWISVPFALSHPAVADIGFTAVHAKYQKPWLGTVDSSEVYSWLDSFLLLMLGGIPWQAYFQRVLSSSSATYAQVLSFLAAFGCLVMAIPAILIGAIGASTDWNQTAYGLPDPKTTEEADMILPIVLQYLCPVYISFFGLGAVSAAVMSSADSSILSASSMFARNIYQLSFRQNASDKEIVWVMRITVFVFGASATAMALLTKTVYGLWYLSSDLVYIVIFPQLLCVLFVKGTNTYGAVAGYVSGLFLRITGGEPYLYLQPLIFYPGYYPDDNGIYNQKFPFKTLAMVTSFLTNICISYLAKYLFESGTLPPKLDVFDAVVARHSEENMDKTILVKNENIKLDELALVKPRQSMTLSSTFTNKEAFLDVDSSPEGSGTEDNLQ
Active calls of the source: *; i = inactive; x = no result given. Not a hit list. Share with any hit: about 0.83%.

SMILES | OX1R antagonist | CHT PAM
N#Cc1ccccc1CSc1nc2ccc(NC(=O)c3ccccc3C(=O)O)cc2s1 | -19 | i
COc1ccc(S(=O)(=O)N(C)C[C@H]2Oc3c(NC(=O)CCC(F)(F)F)cccc3C(=O)N([C@H](C)CO)C[C@@H]2C)cc1 | -8 | x
CCOc1ccc(NC(=O)CSc2nc3ccccc3c(=O)n2Cc2cccs2)cc1 | -20 | i
CCOC(=O)C1=C(O)/C(=C/c2ccc(OCC(=O)O)c(OC)c2)SC1=Nc1ccc(OCC)cc1 | -11 | i
N#C/C(=C\c1cccs1)C(=O)NCc1ccco1 | -2 | i
COCCNC(=O)/C(C#N)=C/c1cccc(NC(=O)c2ccccc2Cl)c1 | -12 | i
O=C(CSc1ccc(Cl)cc1)Nc1cc(-c2nc3ncccc3o2)ccc1Cl | -32 | i
C(=C\c1ccccc1)/CSc1ccccn1 | -8 | i
CCOc1ccc(C2C=C(c3ccc(C)cc3)Nc3nnnn32)cc1 (stereo not given) | -25 | i
CC(=O)COc1ccc2c(C)c(C)c(=O)oc2c1 | -28 | i
Cc1ccccc1Nc1c(-c2ccc(N3CCOCC3)cc2)nc2cnccn12 | -21 | 9.4*
CN1CC(COCc2ccccc2)Oc2ccccc2S1(=O)=O (stereo not given) | -3 | x
CCOCCCNC(=O)C(NC(=O)c1ccc2c(c1)OCO2)c1ccc(OC)cc1 (stereo not given) | -11 | i
CCOc1ccc2[nH]c(=O)c(CN(CCCN3CCOCC3)Cc3nnnn3Cc3ccc(OC)cc3)cc2c1 | -18 | i
CCCCC(=NCCc1c(C)[nH]c2ccc(OC)cc12)C1=C(O)CC(c2ccccc2)CC1=O (stereo not given) | -25 | i
COC(=O)c1sc(NC(=O)CSc2nnc(Cn3nnc4ccccc43)n2C)nc1C | 2 | i
Cc1ccc2nc(NC(=O)CSCC(=O)OCC(=O)c3ccc(Br)cc3)sc2c1 | -20 | i
CCN(Cc1ccncc1)Cc1cn[nH]c1-c1ccc(OC)cc1F | -32 | i
COc1cc2sc(-c3ccc(S(C)(=O)=O)cc3)c(C#CCO)c2cc1OC | 9 | x
O=C(CN1C(=O)C2C3C=CC(C4CC34)C2C1=O)Nc1cccc2ncccc12 (stereo not given) | -33 | i
COc1ccc(CNC(=O)C2CCCN(S(=O)(=O)N3CC(C)CC(C)C3)C2)c(OC)c1 (stereo not given) | -53 | i
O=C(CN(CC1CCCO1)C(=O)CNS(=O)(=O)c1ccc(F)cc1)NC1CCCC1 (stereo not given) | -17 | i
O=C(NCc1ccccc1)NS(=O)(=O)c1ccccc1Cl | -10 | i
CCOC(=O)C1=C(C)NC(C)=C(C(=O)OCC)C1C(=O)OCC(=O)N(C)Cc1ccccc1 | -46 | x
CN(C)c1nc(N)nc(-c2nc3ccccc3s2)n1 | -12 | i
Fc1ccc(-n2nnc(-c3ncc[nH]3)n2)cc1 | -2 | i
O=C(Cc1ccc(F)cc1)NCCS(=O)(=O)N1CCN(c2ccccc2)CC1 | -21 | i
COCC(=O)NC(C)c1nc2ccccc2[nH]1 (stereo not given) | -5 | i
O=C(CSc1ncn[nH]1)Nc1ccccc1-c1ccccc1 | -19 | i
O=C(Nc1ccccn1)c1ccc([N+](=O)[O-])o1 | -6 | i

Structural class: the compounds so far containing a halogen (9)
SMILES | OX1R antagonist | CHT PAM
COc1ccc(S(=O)(=O)N(C)C[C@H]2Oc3c(NC(=O)CCC(F)(F)F)cccc3C(=O)N([C@H](C)CO)C[C@@H]2C)cc1 | -8 | x
COCCNC(=O)/C(C#N)=C/c1cccc(NC(=O)c2ccccc2Cl)c1 | -12 | i
O=C(CSc1ccc(Cl)cc1)Nc1cc(-c2nc3ncccc3o2)ccc1Cl | -32 | i
Cc1ccc2nc(NC(=O)CSCC(=O)OCC(=O)c3ccc(Br)cc3)sc2c1 | -20 | i
CCN(Cc1ccncc1)Cc1cn[nH]c1-c1ccc(OC)cc1F | -32 | i
O=C(CN(CC1CCCO1)C(=O)CNS(=O)(=O)c1ccc(F)cc1)NC1CCCC1 (stereo not given) | -17 | i
O=C(NCc1ccccc1)NS(=O)(=O)c1ccccc1Cl | -10 | i
Fc1ccc(-n2nnc(-c3ncc[nH]3)n2)cc1 | -2 | i
O=C(Cc1ccc(F)cc1)NCCS(=O)(=O)N1CCN(c2ccccc2)CC1 | -21 | i

(listing goes on)
SMILES | OX1R antagonist | CHT PAM
O=C(NCCCCCCCCCNC(=O)C(F)(F)F)C(F)(F)F | -3 | i
O=C(CSc1nc(-c2ccc(F)cc2)cs1)NCCN1C(=O)CSC1=O | -12 | i
CC[C@@]1(C(=O)OC)N[C@H](CN(C)S(=O)(=O)c2ccc(-c3ccccc3)cc2)[C@@H]2C(=O)N(C)C(=O)[C@@H]21 | -13 | x
CCOC(=O)N1CCC(Nc2c(-c3ccc(C)c(C)c3)c(=O)c2=O)CC1 | -30 | i
CCCC(C(=O)NC1CCCCC1)N(Cc1ccco1)C(=O)CNS(=O)(=O)c1ccccc1 (stereo not given) | -31 | 8.4*
CCOC(=O)c1ccc(S(=O)(=O)N2CCN(CC(O)COc3ccc(C#N)cc3)CC2)cc1 (stereo not given) | -5 | i
O=C(Nn1c(C2CCCCC2)nc2ccccc2c1=O)c1ccc([N+](=O)[O-])cc1Cl | -20 | i
COc1ccc(CN(C)C(=O)C2CCN(C(=O)Nc3ccccc3)CC2)cc1OC | -16 | x
Cc1nn(CCC(=O)NNC(=S)Nc2ccccc2)c(C)c1Br | -20 | i
Cc1ccc(/C=N/NC(=O)CSc2nc3ccccc3o2)cc1 | 4 | i
O=C(Cc1ccccc1Cl)NCc1cccnc1 | -4 | i
COc1ccc(N2CCN(C3=CC(=O)N(c4cccc(Cl)c4)C3=O)CC2)cc1 | -9 | i
Cc1cccc(CS(=O)(=O)Cc2ccc(C(=O)NCCCN3CCOCC3)o2)c1 | -13 | i
CCCCn1c(N)c(N(CCOC)C(=O)c2ccc(-c3ccc(Cl)cc3)o2)c(=O)[nH]c1=O | -34 | i
CS(=O)(=O)c1cccc(-c2nnc(NC(=O)c3ccc4ncsc4c3)o2)c1 | 10 | i
COc1ccc(CN2CCN(c3ccccn3)CC2)cc1OCc1ccccc1 | -24 | i
COc1cc2c(cc1OC)CN(C(=O)CCNC(=O)c1ccccc1Cl)CC2 | -10 | x
O=C(CCc1nc2ccccc2c(=O)[nH]1)Nc1nnc(SCc2ccccc2F)s1 | -7 | x
O=Cc1ccc(OCC(=O)Nc2ccccc2-c2ccccc2)cc1 | -10 | i
COc1cc(C(=O)N/N=C/c2ccc(OC(=O)c3ccccc3Cl)c(OC)c2)ccc1O | x | i
COc1ccc(-n2c(SCC#N)nc3ccccc3c2=O)cc1 | 6 | i
CCOC(=O)C1(c2ccccc2)NC(c2ccccc2C)C2C(=O)N(c3ccc4c(c3)OCO4)C(=O)C21 (stereo not given) | -6 | i
O=C(CN1CCN(c2ccccc2)CC1)Nc1ccccc1Sc1ccccc1 | -6 | i
O=C(NNC(=S)NC1CCCCC1)c1ccc(Cl)s1 | -7 | i
Cn1c(N)c(C(=O)Nc2c(Cl)cccc2Cl)sc1=S | -13 | i
COc1ccc([C@H]2CC(=O)C=C(c3ccc(OC)c(OC)c3)C2)cc1 | -22 | x
Cc1cc(C)c(S(=O)(=O)N2CCOC2CNC(=O)C(=O)NCc2ccncc2)c(C)c1 (stereo not given) | -24 | i
COc1nc(N/N=C/c2cc3c(cc2Br)OCO3)nc(N2CCOCC2)n1 | -31 | i
Oc1ccc(C2=NNC(c3ccc(O)cc3)=NN2)cc1 | -12 | i
CCc1ccccc1Nc1nc(N)nc(CSc2nnnn2C)n1 | -16 | i
O=S(=O)(CCN1CCOCC1)c1ccc(Cl)cc1 | -17 | i
C=CCN(C(=O)c1csnn1)C(C(=O)NC1CCCC1)c1ccccc1F (stereo not given) | -10 | i
O=C(COC(=O)C1CCCCC1)Nc1ccc([N+](=O)[O-])cc1 | -17 | i
CC(C)Oc1ccc(/C=C(\C#N)C(=O)NC2CC2)cc1 | -6 | i
CCOP(=O)(OCC)C(NC(=O)Nc1ccc(Cl)c(Cl)c1)c1ccccc1 (stereo not given) | -37 | i
COc1ccc(-c2nnn(CC(=O)Nc3sc4c(c3C#N)CCCC4)n2)cc1 | -16 | i
O=C(Oc1nsnc1N1CCOCC1)N1CCCCC1 | 1 | i
COc1ccc(NC(=O)CN(C)C(=O)CCNS(=O)(=O)c2ccc(Br)cc2)cc1 | -33 | i
O=C(Cn1cnc(Cl)c1Cl)c1ccccc1 | 0 | i
Cc1nnc(SCC(=O)Nc2ncc3c(n2)CC(C)(C)CC3=O)s1 | 13 | i
O=C(CCC1CCCCC1)Nc1ccc(S(=O)(=O)Nc2nccs2)cc1 | -29 | i
CCN(CC)CCNC(=O)CN1C(=O)COc2ccc(S(=O)(=O)N3CCOCC3)cc21 | -2 | i
O=C(Cn1nnc(-c2ccccc2)n1)NCc1cccs1 | -8 | i
CCC(c1nnc(SCCNCCO)n1CCN1CCOCC1)N(C)C (stereo not given) | -6 | i
COc1cccc(-n2nc(C(N)=O)c(O)cc2=O)c1 | -7 | i
CCc1ccc(N(C(C)=O)C2C=CS(=O)(=O)C2)cc1 (stereo not given) | -18 | i
CCC(=O)C(C#N)(c1ccc(OC)c(OC)c1)C(C)C (stereo not given) | -28 | x
COc1ccc(NC(=O)CCNS(=O)(=O)c2cccc3nonc23)cc1 | -15 | i
CCC(C)NC(=O)CCn1c(-c2ccc(F)cc2)cc(C(C)=O)c1C (stereo not given) | -3 | i
CCc1nnc(NC(=O)CSc2ccc(-c3nc4ccccc4[nH]3)cn2)s1 | -36 | i
(cont.)
SMILES | OX1R antagonist | CHT PAM
COc1ccc(S(=O)(=O)NCC(=O)NCc2cc(=O)n(C)c(=O)n2C)cc1F | -2 | i
O=C(NCCCn1ccnc1)c1nc(Cn2cc(Br)cn2)no1 | -5 | i
COc1cc(NC(=O)CCN2CCN(CCO)CC2)cc(OC)c1 | -6 | i
O=C(O)CCNS(=O)(=O)c1ccc2ccccc2c1 | -13 | i
CN(C)c1oc(-c2ccco2)nc1C#N | -8 | i
O=C1C=C(c2cccc(Cl)c2)C[C@@H](c2ccc(Cl)cc2)C1 | -10 | x
O=C(c1ccc(N2CCOCC2)c([N+](=O)[O-])c1)N1CCN(Cc2ccccc2)CC1 | -13 | i
COc1ccc(C(=O)NNc2cc(C)nc(NNC(=O)c3ccc(OC)cc3)n2)cc1 | -15 | i
CCC1(c2ccccc2)NC(=O)N(CC(=O)N(C)CC(=O)Nc2ccc(F)c(F)c2F)C1=O (stereo not given) | -20 | i
CN(C)/C=C(\C#N)C(=O)N/N=C(\CC(=O)C(F)(F)F)c1ccco1 | 4 | i
O=C(NCc1ccco1)c1nn2cccnc2c1Cl | -17 | i
O=C(Nc1cccc(C(=O)N2CCCc3ccccc32)c1)c1ccccc1 | -10 | i
CC1CCN(c2nc3ccccc3nc2N2CCC(C)CC2)CC1 | -3 | i
Cc1ccc(C2(C)NC(=O)N(CC(=O)Nc3cc(C)on3)C2=O)cc1 (stereo not given) | -5 | i
COc1ccc(/C=N/NC(=O)CC(=O)NC2CCCCC2)cc1 | -23 | i
CCN1CCN(C(=O)CN(CC)S(=O)(=O)c2ccc3ccccc3c2)CC1 | -13 | i
CSCCC(NC(=O)CCN1C(=O)c2ccccc2C1=O)C(=O)O (stereo not given) | -2 | i
COc1cccc(NC(=O)CN(C)C(=O)c2sc3cc(Cl)ccc3c2Cl)c1 | -28 | i
CCOC(=O)c1cc(C#N)c(C)nc1N(CC)CC | -20 | i
CC(=O)N1CCN(S(=O)(=O)c2ccc(C)cc2)C1C(C)C (stereo not given) | -7 | i
O=C(Cn1c(=O)oc2ccccc21)N1CCCCC1 | -19 | i
COc1ccccc1CNCc1ccc(C)cc1 | -20 | i
Cc1ccccc1C(=O)N[C@H](C(=O)Nc1ccc(Cl)c(Cl)c1)C(C)C | -14 | i
Cc1cccc(OCC(=O)N(Cc2ccccc2)c2c(N)n(Cc3ccccc3)c(=O)[nH]c2=O)c1 | -22 | x
COc1ccccc1NS(=O)(=O)c1cccc(C(=O)NCc2ccco2)c1 | -24 | i
O=C(Oc1nsnc1N1CCOCC1)N1CCCC1 | -6 | i
Cc1ccc(-n2c(SCc3cc(=O)n4ccsc4n3)nnc2-c2cccnc2)c(C)c1 | -21 | i
Cc1ccc(S(=O)(=O)c2nnn3c2nc(N2CCC(C(N)=O)CC2)c2ccccc23)cc1 | -29 | i
O=C(Nc1cccc(S(=O)(=O)c2cccc(NC(=O)C3CC3)c2)c1)C1CC1 | -22 | i
CCc1nnc2n1N=C(c1ccc(Cl)cc1Cl)CS2 | -17 | i
CCc1noc(C)c1C(=O)Nc1nc(-c2cccs2)cs1 | -24 | i
CCOC(=O)c1sc(-c2ccc(OC)cc2)cc1N | -11 | i
CCCCCCSc1cccc(-c2nc3ccc(C)cn3c2NC2CCCCC2)c1 | -30 | i
COc1cc2c(cc1OC)CN(C(=O)CCNS(=O)(=O)c1ccccc1F)CC2 | -23 | i
COC(=O)C(CCSC)NC(=O)CNC(=O)C1CCCCC1 (stereo not given) | -13 | i
S=C(NCC1(c2ccccc2)CCCC1)Nc1ccccc1 | -21 | i
O=C(Nc1ccc2oc(-c3cccnc3)nc2c1)c1ccco1 | -16 | i
O=Cc1cn(CCC(=O)O)nc1-c1cccc(Cl)c1 | 6 | i
CN1CCN(/N=C/c2ccc(-c3ccc([N+](=O)[O-])cc3)o2)CC1 | -3 | i
COC(=O)NCCc1cc(OC)c(OC)cc1S(=O)(=O)N1CC(=O)Nc2ccccc21 | -21 | i
CC1(C)NC(=O)N(CC(O)COc2ccccc2-c2ccccc2)C1=O (stereo not given) | -25 | i
CN1CCC(CNC(=O)Nc2csc3ccccc23)CC1 | -18 | i
Cc1c(NC(=O)c2cc(-c3ccc(Cl)s3)nc3ccccc23)c(=O)n(-c2ccccc2)n1C | -27 | i
O=C(c1cc(-c2ccc3c(c2)OCO3)on1)N1CCOCC1 | -5 | i
CCOC(=O)N1CCN(c2cc(=O)n(C)c(=O)n2C)CC1 | 3 | i
Nc1ccc(Cc2ccc(N)c(C(=O)O)c2)cc1C(=O)O | 4 | i
